Glioma ERSR ind – inducers of ER stress response in human glioma cells | U87-MG GRP78 promoter luciferase reporter, 16 h | Potency, µM, without a hit: at the top dose activation, hits mostly activators | hit rate 0.02% among 420,000 | AID 602332; also: potency is read from the fitted curve at half-maximal effect; series mostly up to about 76 µM; % of control where 0% means no effect; nearly all actives have a fitted effect of over 35% in size
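Stably transfected U87-MG human glioma cells carrying a GRP78-based luminescent sensor were seeded at 1000 cells/well, pin-dosed with compounds and incubated 16 h. Luciferase reagent was then added, and end-point luminescence was read after 10 min at room temperature.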
D2 PAM – D2 dopamine receptor (human) potentiation; HEK293 T-REx D2, calcium flux, EC20 dopamine potentiation; potentiation, % at 10 µM; hit rate 0.34% among 340,000;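 active = potentiation over 3 SD above the plate norm, cut at about 30% in these data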; also: 0% is about no effect
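Tetracycline-induced Hek293 Trex D2 cells, force-coupled to calcium, loaded with no-wash calcium dye. Compound added with 180 s kinetic read for agonism, then EC20 dopamine and a further 180 s read for potentiation.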
D1 ag – activates the human D1 dopamine receptor. activation, % at 2 µM. hit rate 1% among 360,000. AID 504660. HEK293 T-REx D1 cells, calcium flux, agonist mode; in the data active = activation above about 30%; also: 0% is about no effect
Target sequence (P21728 whole entry, looked up): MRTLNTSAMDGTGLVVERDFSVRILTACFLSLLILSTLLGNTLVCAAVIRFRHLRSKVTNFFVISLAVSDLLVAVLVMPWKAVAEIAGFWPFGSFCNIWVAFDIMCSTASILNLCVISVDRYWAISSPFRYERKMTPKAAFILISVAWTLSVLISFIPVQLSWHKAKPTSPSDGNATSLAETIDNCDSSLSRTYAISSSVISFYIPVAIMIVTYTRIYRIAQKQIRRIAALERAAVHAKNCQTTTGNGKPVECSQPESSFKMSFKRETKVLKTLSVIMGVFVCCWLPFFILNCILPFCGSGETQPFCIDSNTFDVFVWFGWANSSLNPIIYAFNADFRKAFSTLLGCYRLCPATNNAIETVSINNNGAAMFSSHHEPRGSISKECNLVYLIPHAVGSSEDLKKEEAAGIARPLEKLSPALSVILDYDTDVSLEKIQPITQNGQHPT
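Tetracycline-induced HEK293 TREx D1 cells, force-coupled to calcium signalling, were dye-loaded with a no-wash calcium kit. Compound was pin-added after a 10 s baseline. Fluorescence was read kinetically at 1 cycle/s for 180 s, with calcium rises flagged as agonism.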
Vif-A3G inh – Vif-A3G binding inhibition | Q9HC16 | HeLa A3G-eYFP + Vif (tagged APOBEC3G with the HIV-1 protein that degrades it), YFP fluorescence, overnight | Potency, µM (highest dose often 46.1 µM), inactives show top-dose activity, negative = active, actives largely listed as inhibitors | hit rate 0.076% among 410,000 | AID 602310;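 also: potency is read from the fitted curve at half-maximal effect; % is scaled to controls: 0 for no effect and ±100 for the full control effect; nearly all actives have a fitted effect of over 60% in size; hits raise eYFP signal because A3G escapes Vif-driven loss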
Target sequence (Q9HC16 whole entry, looked up): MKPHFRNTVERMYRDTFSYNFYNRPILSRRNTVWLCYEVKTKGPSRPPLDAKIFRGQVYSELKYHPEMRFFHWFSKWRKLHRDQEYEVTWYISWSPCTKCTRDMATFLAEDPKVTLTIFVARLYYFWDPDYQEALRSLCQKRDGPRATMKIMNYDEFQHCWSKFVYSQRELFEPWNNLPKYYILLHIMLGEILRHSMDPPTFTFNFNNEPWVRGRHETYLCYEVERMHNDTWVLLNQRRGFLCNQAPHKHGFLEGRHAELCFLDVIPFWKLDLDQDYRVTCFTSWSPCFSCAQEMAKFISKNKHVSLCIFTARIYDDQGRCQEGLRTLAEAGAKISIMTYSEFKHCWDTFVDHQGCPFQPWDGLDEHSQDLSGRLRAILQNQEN
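Read-out is eYFP fluorescence (Ex 488/Em 500-530) from Vif-expressing HeLa A3G-eYFP cells; more signal means A3G escaped Vif-mediated degradation. Cells plated overnight, compound pinned in, incubated overnight at 37 deg C.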
Vif-APOBEC3F blk – blocks the Vif interaction with APOBEC3F | HeLa A3F-eYFP + Vif (tagged APOBEC3F with the HIV-1 protein that degrades it), YFP fluorescence increase | Potency, µM (top dose mostly 46.1 µM), inactives show at the highest dose activity, negative = active | hit rate 0.2% among 390,000 | AID 602313; also: potency is read from the fitted curve at half-maximal effect; % of control where 0% means no effect; nearly all actives have a fitted effect of over 65% in size
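HeLa cells stably expressing Vif plus C-terminally eYFP-tagged A3F were seeded, incubated overnight at 37 deg C, dosed with compound, incubated overnight again at 37 deg C. Yellow fluorescence (Ex 488/Em 500-530) reported blocked Vif-mediated A3F-eYFP degradation.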
RXFP1 ag – activates the human relaxin receptor RXFP1; Q9HBX9; HEK293T-RXFP1 cAMP TR-FRET, 30 min; response scale: percent of porcine relaxin response, buffer zero; Potency, µM (highest dose often 57.5 µM), for the others: at the top dose activation, hits mostly activators; hit rate 0.3% among 370,000; AID 2676; also: potency is read from the fitted curve at half-maximal effect; % is scaled to controls: 0 for no effect and ±100 for the full control effect; nearly all actives have a fitted effect of over 60% in size; many of its hits are not listed in these tables
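Agonist response is measured as cAMP accumulation in an RXFP1-transfected HEK293T line under PDE4 inhibition. Values are scaled between buffer-only and 29 nM porcine relaxin, and EC50s come from standard Hill equation fits.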
D1 PAM – potentiators of human D1 dopamine receptor; P21728; HEK293 TREx D1 cells, calcium flux, dopamine EC20 potentiation; potentiation, % at 10 µM; hit rate 0.036% among 360,000; AID 504651; in the data active = potentiation above about 30%; also: 0% is about no effect
D1 antagonist – blocks dopamine activation of the human D1 receptor | P21728 | HEK293 TREx D1 cells, calcium flux, dopamine EC80; hits give low values | activity change, negative = inhibition, % at 10 µM | hit rate 3.2% among 360,000; in the data active = activity change below about -30%; also: % is scaled to controls: 0 for no effect and ±100 for the full control effect
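After overnight tetracycline induction at 30 C, force-coupled D1 HEK293 cells took up a no-wash calcium dye at room temperature. Compounds were added and monitored 180 s, and the response to EC80 dopamine was then recorded.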
RXFP1 antag – blocks the human relaxin receptor RXFP1; HEK293-RXFP1, relaxin-stimulated cAMP HTRF, 30 min; hits give low values; activity change, negative = inhibition, % at 57.5 µM; hit rate 0.59% among 350,000; AID 1259400;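 active = activity change of -60% or lower, but not beyond a set lower limit; inconclusive = change between -60% and -40%, or beyond the set limit; inactive = change above -40%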; also: % is scaled to controls: 0 for no effect and ±100 for the full control effect
* marks the source's active call; other numbers are inactive results; ? = inconclusive; nt = not tested or not shown. Unless noted, calls follow the shape of the dose curve; as a rule, active = well fitted curve in the direction sought with a large enough effect; inconclusive = small, poorly fitted or top-dose-only effect, or another doubt; inactive = no such curve, though single readings can be large; an effect the other way counts as inactive or inconclusive. These rows are one share of the data; the hit share may differ from the screen's.

no.	mol	Glioma ERSR ind	D2 PAM	D1 ag	Vif-A3G inh	Vif-APOBEC3F blk	RXFP1 ag	D1 PAM	D1 antagonist	RXFP1 antag
1	CC(C)(C)c1sc(N)nc1-c1ccccc1	8%	nt	nt	-1%	-12%	nt	nt	nt	-6
2	Cc1ccc(-n2c(CSc3nc(C)cc(C)n3)nnc2SCC(=O)N2CCCC2)cc1	-4%	15	0	1%	-1%	0.6%	-5	-7	0
3	Cc1ccccc1NS(=O)(=O)c1ccc(OCC(=O)N2CCCC2)cc1	-8%	-11	4	-1%	-1%	0.0%	-1	-17	-9
4	O=[N+]([O-])c1ccc(N2CCN(S(=O)(=O)c3ccccc3)CC2)cc1NCCN1CCOCC1	-4%	4	2	3%	-10%	-0.3%	-7	4	-4
5	CCOC(=O)Cn1c(=O)oc2cc(S(=O)(=O)NCc3ccccn3)ccc21	-4%	7	1	6%	-4%	0.6%	-6	-24	nt
6	Cc1cc(NC(=O)CCCN2C(=O)c3cccnc3C2=O)no1	-2%	-11	-3	2%	0%	0.5%	6	7	11
7	CC1=CC(=C2C(=O)c3ccccc3C2=O)C=C(C)O1	0%	-3	0	?	-7%	18%	-3	-9	-2
8	CC1CCN(CC(=O)Nc2ccc(S(=O)(=O)N3C(C)CCCC3C)cc2)CC1 (stereo not drawn)	-4%	5	5	-3%	-32%	-1.4%	1	25	4
9	CC(=O)Nc1ccc(C(=O)Nc2ccc3c(c2)OCCO3)cc1	-4%	-13	2	1%	-5%	0.5%	4	4	11
10	CCn1c(SC(=O)NC2CCCCC2)nnc1-c1cccs1	3%	-2	0	1%	4%	14%	-2	8	-19
11	Cc1cc(=O)oc2cc(OCC(=O)N/N=C/c3ccccc3O)ccc12	-4%	7	5	-4%	-29%	1.1%	nt	-21	-8
12	Cc1c(NC(=O)/C(C#N)=C/c2ccc(-c3cc(Cl)ccc3Cl)o2)c(=O)n(-c2ccccc2)n1C	-2%	-14	3	-6%	2%	3.5%	-9	-17	-3
13	CC1CCN(C(=O)Cn2cc(SCC(=O)NCc3ccccc3)c3ccccc32)CC1	-3%	-1	1	0%	0%	-0.9%	-1	5	-1
14	O=C(CN1CCN(c2ncccn2)CC1)N(Cc1ccccc1)c1ccc(F)cc1	0%	5	-2	0%	-3%	2.4%	-1	-19	-7
15	O=C(NCc1cccc(Cl)c1)NCc1cccc(Cl)c1	1%	-16	1	0%	0%	0.6%	-1	4	22
16	CC(C)NC(=O)c1sc2nc(-c3cccs3)cc(-c3cccs3)c2c1N	4%	-4	28	-7%	?	-1.8%	-5	4	-3
17	CCN(c1ccc(NC(=O)COC(=O)c2ccc(C)s2)cc1)C(C)C	0%	6	-3	-5%	-5%	1.4%	-2	22	-8
18	O=C(CC1S/C(=N/N=C/C=C/c2ccccc2)NC1=O)Nc1ccc(C(=O)O)cc1 (stereo not drawn)	-2%	0	6	0%	-6%	2.9%	-2	6	4
19	CCCCN(C(=O)C1CCC1)c1c(N)n(Cc2ccccc2)c(=O)[nH]c1=O	-3%	3	1	1%	-19%	1.3%	-9	10	0
20	COc1ccc2c(c1)CCC1=C2NC(=S)NC1c1ccc(N(C)C)cc1 (stereo not drawn)	-3%	3	1	-13%	-1%	0.2%	-1	-9	-2
21	CCOC(=O)c1c(NC(=O)C2=C(C)NC(=S)NC2c2ccc(F)cc2)sc(C)c1C (stereo not drawn)	-2%	-12	2	0%	2%	1.3%	-3	-5	nt
22	COc1ccc(Cn2c(SCc3ccc(C(=O)NCc4ccccc4F)cc3)nc3cccnc32)cc1	-5%	16	1	-8%	-4%	?	-3	2	-12
23	O=C(Nc1ccc2c(c1)[C@@H]1C[C@@H](CC(=O)N3CCOCC3)O[C@@H](CO)[C@@H]1O2)NC1CCCC1	-7%	nt	nt	0%	1%	nt	nt	nt	-5
24	COc1ccccc1NC(=O)CCCC(=O)OC(C)C(=O)c1ccccc1 (stereo not drawn)	-2%	-7	1	2%	15%	4.8%	-5	-8	-9
25	C=CCSc1cc(C)nc2c(-c3ccccc3)cnn12	0%	-3	3	-13%	-16%	0.0%	-3	-17	-10
26	CC(=O)C1=C(O)C(=O)N(Cc2ccco2)C1c1ccccc1F (stereo not drawn)	-4%	-8	7	-5%	7%	-4.8%	4	2	-1
27	COc1ccc([N+](=O)[O-])cc1NC(=O)COC(=O)C=C(C)C	-3%	7	0	-7%	-11%	7.0%	-3	-1	-1
28	Cc1[nH]n(C(N)=S)c(=O)c1N=Nc1ccc(S(=O)(=O)N2CCCC2)cc1	10%	-1	0	1%	1%	0.1%	-23	-30	10
29	COc1ccc(S(=O)(=O)N2CCCCCC2)cc1C(=O)N(C)CCOc1ccccc1	-1%	-5	4	0%	2%	-1.1%	-9	-5	-7
30	CC1CC(C)CN(S(=O)(=O)c2cc(C(=O)O)c(Cl)s2)C1 (stereo not drawn)	-6%	14	1	-1%	-10%	-0.9%	-5	1	-11
31	Cc1ccc(N2C(=O)c3ccccc3C2Nc2ccc(S(=O)(=O)N3CCCCC3)cc2)nc1 (stereo not drawn)	0%	3	1	-1%	6%	2.6%	0	13	-6
32	CC(=O)c1c(COC(=O)c2ccncc2)nc2ccccc2[n+]1[O-]	-3%	18	1	-2%	9%	12%	5	7	-5
33	Cc1cc(C)nc(N/N=C/c2cccc(Cl)c2)n1	21%	5	1	-1%	-5%	-0.2%	0	-11	6
34	CC(OC(=O)CN1C(=O)c2ccccc2C1=O)C(=O)NC1CCCCC1 (stereo not drawn)	-2%	8	2	3%	1%	-2.7%	0	7	14
35	O=C(Nc1ccc(Cl)c(Cl)c1)OCc1cnc(Cl)s1	-8%	9	4	-12%	-12%	5.1%	-2	0	-8
36	O=C(OCc1ccc2c(c1)OCO2)c1cccc(S(=O)(=O)N2CCCCC2)c1	-3%	-6	10	-5%	-3%	0.1%	-2	-28	-1
37	COc1cccc(CN2CCN(Cc3cccc4nonc34)CC2CCO)c1 (stereo not drawn)	-2%	nt	1	-3%	4%	-1.9%	0	-10	7
38	O=C(c1sc2cc(F)ccc2c1Cl)N1CCN(c2cccc(Cl)c2)CC1	-3%	nt	3	-10%	1%	-2.4%	5	3	-10
39	Cc1cc(OC(=O)c2cc(Cl)nc3ccccc23)ccc1Cl	2%	6	2	2%	4%	0.1%	1	3	-8
40	CCOC(=O)C1CCCN(Cc2ccc(O)c(OC)c2)C1 (stereo not drawn)	-4%	-23	2	-4%	-5%	-0.6%	-10	14	-4
41	CCN(CC)c1ccc(C(=O)Nn2c(C)nc3ccccc3c2=O)cc1	-4%	9	0	-5%	1%	-1.5%	0	-7	6
42	COc1ccccc1NC(=O)c1c(-c2ccc(C)cc2)nnc2ccccc12	-1%	-1	5	-4%	2%	1.9%	-4	-13	-23
43	O=C1CC(=O)Nc2cc(S(=O)(=O)NCc3cccs3)ccc2N1	-6%	10	1	1%	0%	1.1%	5	-4	-3
44	Cc1ccc(NC(=O)CC2CS(=O)(=O)CC2CC(=O)Nc2ccc(C)c(C)c2)cc1C (stereo not drawn)	-1%	-3	1	0%	2%	3.2%	1	20	-2
45	O=C(/C=C/c1ccccc1)N/C(=C/c1ccccc1)C(=O)NCCO	-5%	-8	3	3%	-5%	-0.7%	-7	4	21
46	COc1cccc(COC(=O)c2cc(=O)[nH]c3ccc(S(=O)(=O)N4CCOCC4)cc23)c1OC	-5%	3	1	1%	-2%	1.9%	1	10	-28
47	N#CC1(Nc2ccc([N+](=O)[O-])cc2)CCCC1	-2%	nt	nt	2%	-3%	nt	nt	nt	-5
48	Cc1ccc(C(=O)N2CCN(c3ccccc3)CC2)cc1S(=O)(=O)N1CCCC1	-3%	nt	1	5%	-7%	-0.4%	-3	-22	4
49	COc1cccc(CNc2ccc(Br)cn2)c1O	-3%	5	8	-6%	-8%	-1.0%	-5	-16	3
50	CC(=O)Nc1nonc1-c1nnc(SCc2cccc(Br)c2)n1C	-1%	13	5	-2%	0%	5.2%	-1	-4	-3
51	CCOc1cc(C2C(C#N)=C(N)OC(C)=C2C(C)=O)c(Br)c(Br)c1OC(C)C (stereo not drawn)	16%	10	8	-21%	-17%	3.4%	-1	10	-2
52	O=C(NC1CCSC1=O)c1ccc(Oc2ccc(F)cc2)nc1 (stereo not drawn)	1%	-1	3	1%	9%	0.7%	-4	-4	0
53	CC(C)[C@H](NC(=O)C1CCN(S(=O)(=O)c2ccccc2)CC1)C(=O)NCc1ccc(F)cc1	2%	-3	1	2%	2%	0.2%	-8	-3	13
54	O=C1/C(=C/c2ccco2)CCC1C1CCCC1 (stereo not drawn)	1%	nt	0	1%	-8%	-0.6%	-3	0	-37
55	CCCCCCCC1CC(=O)C=C(C)C1C(=O)OCC (stereo not drawn)	-1%	-3	1	0%	3%	-0.5%	3	3	-14
56	COc1ccc(/C=C(/NC(=O)c2ccccc2)C(=O)N/N=C/c2ccc3c(c2)OCO3)cc1OC	-1%	-5	1	-6%	-4%	0.3%	-6	-21	-2
57	CCCCn1c(N)c(N(CCOC)C(=O)c2cc(Cl)nc3ccccc23)c(=O)[nH]c1=O	-3%	-4	1	-5%	-12%	-0.6%	-7	-8	0
58	CC12CC3CC(C)(C1)CC(Nc1nc(N4CCOCC4)nc4ccccc14)(C3)C2	-1%	1	2	-1%	-5%	1.3%	2	13	-9
59	Cn1cccc1/C=N\NC(=O)c1cncc(Br)c1	3%	-10	0	0%	8%	-1.8%	-5	9	13
60	COc1ccc(COC(=O)c2ccc(Cl)c(S(=O)(=O)N3CC(C)OC(C)C3)c2)cc1 (stereo not drawn)	-3%	14	13	1%	4%	1.2%	0	1	7
61	CCn1c(-c2ccccc2Cl)nn(CC(=O)Nc2ccccc2OC)c1=S	-2%	12	3	0%	-1%	-0.3%	1	-17	-5

Screening data from PubChem.
